Compound activity: PubChem BioAssay, several laboratories
K1F lysis inhibition – protection from phage-mediated lysis, alamar blue read-out – E. coli UTI89, K1F phage, bacterial capsule biogenesis inhibitors (AID 488966); one-dose inhibition, % at 100 µM; IC50 in µM for titrated hits; E. coli UTI89 K1F phage lysis, alamar blue, 2 h; higher % means a stronger effect; actives 0.02% (n = 340,000);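 active means phage lysis inhibition, versus mean bacterial control, above a set limit; inconclusive means no clear call, values can overlap the other calls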;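 further: capsule biogenesis inhibitors block K1F phage lysis so surviving cells raise fluorescence; higher fluorescence means more inhibition of phage lysis; actives were called in the ten point dose series up to 300 µM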
West Nile antiviral – West Nile virus antiviral activity, cell-based, CPE readout (AID 1621) | actives 0.02% (n = 290,000) | CPE inhibition, % at 10 µM; hits with a dose series show IC50 in µM | West Nile virus-infected cells, CPE inhibition; higher % means a stronger effect; in the data active means a potency from the dose series; inconclusive means CPE inhibition mostly from about 3.7% at the one dose, without a potency; inactive means the rest, 99 in 100 with CPE inhibition below about 2.2%; further: strong numbers were not always called active
RSV antiviral HEp-2 – inhibition of RSV-induced cytopathic effect – HEp-2 cells, primary 10 µM value included (AID 2391); HEp-2 cells, RSV-induced CPE inhibition; higher % means a stronger effect; actives 0.13% (n = 310,000); CPE inhibition, % at 10 µM, or IC50 in µM where a hit was titrated; in the data active means a potency from the dose series; inconclusive means CPE inhibition mostly from about 23% at the one dose, without a potency; inactive means the rest, 99 in 100 with CPE inhibition below about 21%; further: strong numbers were not always called active
TNAP activators – human TNAP enzyme activators, primary screen, biochemical, luminescent, no phosphate acceptor, uHTS (AID 1001) | purified TNAP, luminescent activation assay, no phosphate acceptor; higher activation fold means a stronger effect | activation fold at 20 µM, or EC50 in µM where a hit was titrated | actives 0.03% (n = 200,000); in the data active means activation fold from about 3, or a potency from the dose series; inactive means the rest, 99 in 100 with activation fold below about 1.6; further: many of its hits are not listed in these tables
T cell HTS – T cell immune modulation candidate; 2C CD8+ T cell-vesicle binding, flow cytometry; hits give low values; calls only at 7 µM; actives 0.068% (n = 330,000); AID 2052;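 active means response, share of CD8 T cells binding vesicles, and their 90th percentile fluorescence all below set limits, cut at about 80% in these data, passing the limit was not always enough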
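Also added: QL9-peptide-loaded Drosophila micro-vesicles bearing Ld, ICAM-1 and B7-1; Test system: purified 2C TCR transgenic mouse naive CD8+ T cells; Measured by: cytometric PE anti-B7-1 and Alexa647 anti-CD8 signals after 1% paraformaldehyde fixation; Timing: binding step 1.5 h, 37 °C, antibody labelling 20 min, ice.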
M1AAP inhibition – P. falciparum M1AAP inhibitors, biochemical, fluorogenic H-Leu-NHMec substrate, 1536-well (AID 1445) | recombinant M1AAP, H-Leu-NHMec fluorogenic kinetic assay; higher % means a stronger effect | one-dose inhibition, % at 30 µM; IC50 in µM for titrated hits | actives 0.42% (n = 220,000);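 active means primary inhibition above the hit cutoff, then over 50% inhibition at one or more dose response concentrations, cut at about 23% in these data, passing the limit was not always enough; inconclusive means conflicting primary data, or primary hits not chosen for dose response; inactive means low primary inhibition, or under 50% at every dose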;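 further: plate controls were DMSO full reaction for no effect and no enzyme background for full effect; strong numbers were not always called active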
PMI inhibition – human PMI inhibitors, high substrate, primary screen, biochemical, fluorescence intensity, high mannose 6-phosphate (AID 1220); inhibition, % at 20 µM, or IC50 in µM where a hit was titrated; actives 0.66% (n = 190,000); recombinant PMI enzyme, coupled fluorescence intensity; higher % means a stronger effect
P. falciparum M17LAP – P. falciparum M17LAP inhibitors, primary screen, biochemical, fluorogenic H-Leu-NHMec substrate, 1536-well (AID 1619); inhibition, % at 30 µM, or IC50 in µM where a hit was titrated; recombinant M17LAP, H-Leu-NHMec fluorogenic kinetic assay; higher % means a stronger effect; actives 0.38% (n = 220,000);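 active means compound inhibiting the enzyme by more than half at any dose during confirmatory dose-response retesting; inconclusive means strong single-dose inhibitors picked by rank but not retested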;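 further: plate controls were full reaction with DMSO carrier for no effect and no enzyme background for full effect; strong numbers were not always called active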
human PMI inhibition – inhibitors of human PMI, primary screen, biochemical, fluorescence intensity, coupled assay (AID 1209) | purified PMI enzyme, coupled fluorescence intensity; higher % means a stronger effect | inhibition, % at 20 µM; hits with a dose series show IC50 in µM | actives 0.42% (n = 190,000);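 further: plate controls were DMSO vehicle for no effect and wells lacking substrate for full effect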
T cell HTS vesicle-bound % – also measured in T cell HTS; calls as there; double positive events, %; measured here: CD8+ vesicle-bound cell fraction;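 binding gate set so that unloaded-vesicle control wells show 10% double positive cells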
* marks the source's active call; other numbers are inactive results; i = inactive; ? = inconclusive; nt = no result given; [ ] = remark or other dose. Unless noted, no stated cut-off is given here; in the data, active means inhibition above about 50%; inactive means the rest.

Second line of a record – K1F lysis inhibition	West Nile antiviral	RSV antiviral HEp-2	TNAP activators	T cell HTS	T cell HTS vesicle-bound %	M1AAP inhibition	PMI inhibition	P. falciparum M17LAP	human PMI inhibition
- O=C(COC(=O)c1ccccc1C(=O)c1ccc(Cl)c([N+](=O)[O-])c1)NC1CCCCCC1
    0.1%	-0.1%	-3.0%	0.9	i	40	7%	-8%	-11%	2%
- CCCCC(=O)Nc1nn(CC)c2nc3c(C)cccc3cc12
    0.1%	-0.3%	7.3%	nt	i	44	nt	nt	nt	nt
- COn1c(SCc2cccc(Cl)c2)nc2ccccc2c1=O
    0.0%	0.0%	1.4%	1.1	i	49	7%	6%	-6%	7%
- C=CCNC(=S)NNC(=O)c1csc(C)c1CC
    -0.1%	-1.0%	0.5%	1	i	49	-6%	-6%	0%	-4%
- COC(=O)/C(=C\c1ccc(O)cc1)c1nc2ccccc2[nH]1
    0.5%	-0.1%	3.3%	1.1	i	34	10%	-5%	5%	-19%
- COc1ccccc1CN1CC(C(=O)N2CCOCC2)CCC1=O (stereo not drawn)
    0.1%[50 µM]	-0.3%	1.3%	nt	i	15	nt	nt	nt	nt
- C=CCN1C(=O)C2(OCCCO2)c2cccc(Cl)c21
    0.2%	2.0%	4.3%	nt	i	59	nt	nt	nt	nt
- O=C1Nc2ccc(Cl)cc2/C1=C/C1CC=CCC1 (stereo not drawn)
    0.1%[50 µM]	-0.9%	10%	1.1	i	30	3%	17%	6%	9%
- CC(Sc1nnc(-c2ccccc2F)n1C1CC1)C(=O)NC(N)=O (stereo not drawn)
    -0.6%	-0.1%	2.6%	nt	i	38	nt	nt	nt	nt
- O=C(NC1CC1)C1=C[C@@H](c2ccc(C(F)(F)F)cc2)C[C@@H](OCc2ccc(CO)cc2)O1
    3.0%	-0.7%	-2.2%	nt	i	32	nt	nt	nt	nt
- Cc1ccc(S(=O)(=O)NC(=O)N2CCN(Cc3c(F)cccc3Cl)CC2)cc1
    -0.6%	0.1%	0.8%	nt	i	33	3%	nt	12%	nt
- CC1CCN(C(=O)CCNS(=O)(=O)c2ccc3c(c2)c(=O)n(C)c(=O)n3C)CC1
    0.2%	-0.1%	2.1%	nt	i	40	nt	nt	nt	nt
- COc1ccc(CNC(=O)C/C(C)=N/NC(=O)COc2ccc(C)cc2Br)cc1
    ?	1.9%	-0.1%	1	i	41	16%	2%	13%	2%
- CCOC(=O)N1CCN(c2nc(C)cc(C(F)(F)F)n2)CC1
    0.3%	0.8%	1.1%	1.1	i	28	5%	12%	-3%	16%
- CCOc1ccc(Cc2n[nH]c(=S)n2Cc2ccccc2)cc1
    0.0%	-0.9%	3.7%	1.7	i	54	1%	18%	0%	10%
- Cc1c(N2C(=O)CSC23C(=O)Nc2ccccc23)c(=O)n(-c2ccccc2)n1C (stereo not drawn)
    5.0%	-0.1%	-0.8%	1.1	i	64	1%	20%	7%	17%
- Fc1ccc(N2CN(Cc3cccnc3)CNC2=S)cc1
    nt	0.2%	nt	nt	i	51	1%	nt	-3%	nt
- Cc1noc(C)c1C(=O)Nc1nc2ccc(S(C)(=O)=O)cc2s1
    0.3%[50 µM]	0.1%	1.1%	nt	i	17	nt	nt	nt	nt
- O=c1ccc(Cc2ccc(Cl)cc2)n[nH]1
    0.1%	0.1%	1.2%	1.1	i	47	7%	-1%	-5%	-2%
- COc1ccccc1CC(=O)NNS(=O)(=O)c1ccc([N+](=O)[O-])cc1
    0.2%	0.8%	-0.6%	1.1	i	29	nt	1%	nt	6%

Next entries.
Second line of a record – K1F lysis inhibition	West Nile antiviral	RSV antiviral HEp-2	TNAP activators	T cell HTS	T cell HTS vesicle-bound %	M1AAP inhibition	PMI inhibition	P. falciparum M17LAP	human PMI inhibition
- CCN1CCN(CCCNC(=O)CS(=O)(=O)Cc2nc(-c3ccccc3C)oc2C)CC1
    -0.1%	0.1%	-0.6%	nt	i	1	nt	nt	nt	nt
- Cc1cc(C)n(CCC(=O)N/N=C/c2ccc(O)cc2)n1
    0.9%[50 µM]	0.2%	0.1%	0.8	i	6	7%	-10%	10%	-7%
- Cc1ccc(CNc2cc(C(=O)O)ccc2C)s1
    -0.1%	-0.5%	1.0%	nt	i	44	nt	nt	nt	nt
- O=C(O)c1ccc(-c2nnc(-c3ccccc3)o2)cc1
    -0.1%	-0.1%	0.3%	nt	i	32	nt	nt	nt	nt
- COc1ccc(S(=O)(=O)N2CC(C(=O)O)Oc3ccc(Cl)cc32)cc1 (stereo not drawn)
    0.3%	-0.1%	-0.1%	nt	i	20	nt	nt	nt	nt
- O=C(CCCCn1c(=O)c2ccccc2n(CC(=O)Nc2cccc(F)c2)c1=O)NCc1ccco1
    0.1%	-0.2%	2.4%	1.1	i	50	2%	9%	8%	10%
- COc1cc(CN2CCN(c3ccccc3F)CC2)cc(OC)c1O
    1.8%	0.5%	-0.1%	1.1	i	14	2%	25%	11%	28%
- Cc1ccc(CNC(=O)CN(C(=O)C2(C)CC(=O)N=C3C=CC=CN32)c2cccc(C)c2C)cc1 (stereo not drawn)
    0.1%	-0.5%	1.9%	nt	i	7	nt	nt	nt	nt
- CC(C)CN(CC(C)C)c1nc(N)c(C#N)c(CC#N)c1C#N
    -1.0%	-0.2%	-1.1%	1.1	i	33	19%	5%	-1%	15%
- O=C(/C=C/c1ccc(Cl)cc1)Nc1ccc(N2CCCCC2)cc1
    -1.3%	-1.0%	-0.7%	1.1	i	8	-4%	8%	-3%	-8%
- COc1ccc(N(CC(=O)NCCSc2ccccn2)S(C)(=O)=O)cc1
    0.0%	-0.6%	-0.7%	1.1	i	49	3%	2%	17%	3%
- COC(=O)CCC(=O)Nc1nc(-c2ccccc2)cs1
    0.2%	0.1%	1.9%	nt	i	27	nt	nt	nt	nt
- C/C(=N/NS(=O)(=O)c1ccccc1)c1ccc(NC(=O)C(F)(F)F)cc1
    5.1%[50 µM]	0.6%	0.2%	0.9	i	46	-2%	-11%	4%	-3%
- Cc1ccc(S(=O)(=O)N(Cc2cc3cccc(C)c3[nH]c2=O)c2ccccc2)cc1
    1.7%	-0.5%	1.1%	0.9	i	38	-1%	10%	1%	11%
- O=S(=O)(c1ccc(Br)s1)N1CCN(c2ncccn2)CC1
    4.0%	0.3%	1.8%	1.2	i	18	-3%	4%	5%	6%
- NC12CC3CC(C1)CC(O)(C3)C2
    1.0%	0.3%	1.2%	1.1	i	68	1%	2%	3%	-3%
- CCn1cc(C(=O)O)c(=O)c2cc(F)c(N3CCN(C(=S)NC(=O)c4ccccc4C)CC3)cc21
    1.5%	-0.1%	-1.0%	nt	i	34	8%	nt	11%	nt
- CC(=O)Nc1ccccc1NC(=O)C(F)(F)F
    0.6%	-0.3%	0.7%	1.1	i	27	2%	2%	4%	-1%
- COc1ccc(CCNC(=O)CCNC(=O)c2ccc(Br)cc2)cc1OC
    5.0%	-0.5%	1.3%	1.3	i	44	2%	15%	10%	20%
- CCSc1nc2c(c(=O)[nH]1)C(C(C)C)C(C#N)=C(N)O2 (stereo not drawn)
    4.4%	0.4%	0.0%	0.9	i	63	-11%	-2%	8%	-5%

Next part:
Second line of a record – K1F lysis inhibition	West Nile antiviral	RSV antiviral HEp-2	TNAP activators	T cell HTS	T cell HTS vesicle-bound %	M1AAP inhibition	PMI inhibition	P. falciparum M17LAP	human PMI inhibition
- O=C(CSc1nnc(-c2cccnc2)n1Cc1ccco1)c1ccc(Cl)c(Cl)c1
    0.1%	1.0%	-0.3%	1	i	13	1%	-6%	5%	-11%
- Cc1cccc(NC(=S)N2CCN(S(=O)(=O)c3cccc(F)c3)CC2)c1
    0.4%	-0.2%	5.2%	1.1	i	15	3%	1%	2%	3%
- COCCNC(=O)c1ccc2c3n(nc2c1)-c1ccccc1CO3
    1.3%	0.1%	3.3%	nt	i	25	4%	nt	-12%	nt
- S=c1[nH]nc(-c2ccc(Br)cc2)n1Cc1ccccc1
    0.1%	0.3%	2.1%	0.9	i	64	4%	9%	5%	9%
